# Bioassay records as filed in PubChem.
# KB-3-1 tox: kills parental KB-3-1 adenocarcinoma cells; KB-3-1 viability, CellTiter-Glo ATP luminescence, 72 h; Potency, µM (doses to about 46.1 µM), for inactives: at the highest dose activity change, negative = cytotoxic, usual class: cytotoxic; actives 1.4% (n = 400,000); AID 1347075; further: nearly all actives have a fitted effect of over 60% in size
#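 Screening of KB-3-1 cells (DMEM, 10% FBS, phenol-red free) ran from lowest to highest compound concentration; after 72 h at 37 °C viability was read luminescently and curves fitted.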
# KB-V1 cytotox: KB-V1 MDR subline cytotoxicity; actives 3.4% (n = 400,000); Potency, µM (series often up to 46.1 µM), inactives show top-dose activity change, negative = cytotoxicity, hits mostly cytotoxic; KB-V1 MDR cells viability, CellTiter-Glo, 72 h; further: nearly all actives have a fitted effect of over 60% in size
#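 In this primary screen, KB-V1 cells overexpressing P-gp are incubated with library compounds (lowest to highest concentration) for 72 h at 37 degrees C before a luminescent ATP viability read.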
# * marks the source's active call; other numbers are inactive results; i = inactive; ? = inconclusive; & = joins results of further samples. The call rests on the fitted dose curve; in most records, active means well fitted cell-killing curve with a large enough effect; inconclusive means small, poorly fitted or top-dose-only effect, or effect the other way; inactive means flat fitted curve, though single readings scatter. On the % scale 0 is the no-effect control and ±100 the full control effect; potency means the concentration at half of the fitted maximal effect. Not all compounds are listed. The share of hits here may be higher or lower than overall.
SMILES,KB-3-1 tox,KB-V1 cytotox
NC(=O)C1CCN(C(=O)c2ccccc2NC(=O)c2nsc3ccccc23)CC1,-6.2%,-13.9%
COc1cccc(C(=O)c2sc(Nc3ccc(C)cc3C)c(S(=O)(=O)c3ccccc3)c2N)c1,-8.1%,-3.3%
COC(=O)[C@@H]1[C@H]2SC(C)(C)[C@H](C(=O)OC)N2C(=O)N1Cc1cc2ccccc2n1S(=O)(=O)c1ccccc1,9.0%,-12.4%
COc1ccccc1CNC(=O)Cn1nc(C)n2cccc2c1=O,10.6%,7.6%
O=C(NCCc1ccc(Cl)cc1)c1ccc2c(c1)nc1n2CCOC1,-3.4%,-5.9%
CC1=C(C(=O)NCc2cccc(Cl)c2)C2(CCCCCC2)OC1=O,-23.5%,14.8%
Cc1ccc(NC(=O)c2cccc(NC(=O)N3CCSc4ncccc43)c2)cc1F,6.2%,7.4%
COc1ccc(OC)c(CNC(=O)CSc2c3c(nc4cc(Cl)ccc24)CCCC3)c1,-2.8%,-10.8%
C[C@@H]1[C@H](c2ccccc2)OCCS(=O)(=O)N1Cc1ccccc1,7.4%,-1.7%
CCc1nc2ccc(C(=O)NCCc3ccc(OC)cc3OC)cc2nc1CC,-23.7%,?
COc1ccc(NC(=O)c2ccc3c(c2)c(C)c(C)n3Cc2ccc(F)cc2)cc1,11.6µM*,8.2µM*
O=C(Nc1cc(OC(=O)C(F)(F)F)c2nonc2c1OC(=O)C(F)(F)F)C(F)(F)F,?,-20.4%
Cc1ccc2nc(N3CCC(C(=O)N4CCN(c5cccc(C)c5C)CC4)CC3)[nH]c2c1,?,-8.1%
COc1cccc(CN(C(=O)c2ccc(C(C)(C)C)cc2)C2CCS(=O)(=O)C2)c1 (stereo unspecified),3.5%,-7.7%
CC(=O)N1c2ccccc2C(=O)C1N1CCN(c2ccccc2F)CC1 (stereo unspecified),9.0%,19.6%
CCc1ccccc1NC(=O)N1CCOc2ccccc21,-2.4%,-11.3%
CCN(Cc1ccccc1)C(=O)Cn1cc(S(=O)(=O)Cc2cccc(Cl)c2)c2ccccc21,-10.4%,?
CCC(C(=O)NC1CCCCC1)n1nc(C)c2sc3ccccc3c2c1=O (stereo unspecified),9.5%,8.1%
CN(C)c1ccc(/C=C/c2cc3ccccc3c[n+]2C)cc1,0.82µM*,4.6%
CCN(C(=O)c1sc2nc3n(c(=O)c2c1C)CCCCC3)c1ccc(OC)cc1,1.8%,2.8%
CC(=O)c1ccc(NC(=O)COCc2cc(-c3ccco3)on2)cc1,0.0%,16.6%
COc1ccc2[nH]c(C(O)C(O)c3nc4c(OC)c(OC)ccc4[nH]3)nc2c1OC (stereo unspecified),-16.7%,8.4%
Cc1ccc(CNC(=O)c2ccc(CSCc3ccc(C)cc3)o2)cc1,-0.8%,-4.7%
N#Cc1ccc(C(=O)NCc2ccc3c(c2)CCN3C(=O)c2ccc(F)cc2)cc1,-25.7%,1.7%
O=S(=O)(NCCc1nnc2ccc(SCc3c(F)cccc3Cl)nn12)c1ccccc1,-10.3%,8.5%

# Following part
SMILES,KB-3-1 tox,KB-V1 cytotox
CCN1CCN(C(c2cccc(F)c2)c2c(O)cc(C)n(CCOC)c2=O)CC1 (stereo unspecified),10.2%,1.7%
CC(C)c1ccc(C(=O)C[N+]2(C)CCOCC2)cc1,0.4%,2.3%
COc1cc(OC)c(NC(=O)Cn2c(=O)oc3cc(S(=O)(=O)N4CCCC4)ccc32)cc1Cl,-22.0%,11.0%
O=C1CCSC2(C(=O)N(Cc3ccc(F)cc3)c3ccccc32)N1c1ccc(F)c(F)c1 (stereo unspecified),-6.3%,-19.3%
O=C(Nc1ccccc1)O[C@@H]1C[C@H]2CCC(=O)N3CC[C@@H](C1)[C@@H]23,-16.4%,?
c1ccc(Cn2sc(=Nc3ccccc3)nc2-c2ccccc2)cc1,?,1.5%
CCC1CN(C(=O)Nc2ccc(Br)cc2F)c2ccccc2S1 (stereo unspecified),1.5%,28.7%
Cc1cc(C)c2nccc(C)c2c1,1.3%,2.0%
COc1ccc(OC)c(NC(=O)Cn2c(=O)oc3cc(S(=O)(=O)NCc4ccccc4)ccc32)c1,-10.1%,-7.0%
Cc1onc(-c2ccccc2Cl)c1C(=O)Nc1nnc(C2CCCCC2)s1,4.5%,0.0%
CCc1ccc(CNC(=O)CN2C(=O)c3cccnc3Oc3ccc(C)cc32)cc1,-1.5%,15.7%
Cc1cccc(CNC(=O)C2CCN(c3nc4ccc(Cl)cc4[nH]3)CC2)c1,7.5%,3.4%
O=C(C[n+]1c2ccccc2cc2ccccc21)c1ccc(F)cc1,?,6.4%
COc1ccc2ncnc(NCC3CCCO3)c2c1-c1ccc2c(c1)OCO2 (stereo unspecified),0.0%,-17.0%
C=CCn1c(SCC#N)nc2cc(Cl)ccc2c1=O,16.6%,-0.7%
CSc1ccc(CCNC(=O)C2CCCN(S(=O)(=O)N(C)c3ccc(F)cc3)C2)cc1 (stereo unspecified),-3.7%,?
CCN(CC)c1ccc(C(=O)NCc2ccc3c(c2)CCN3C(=O)c2cccc(C)c2)cc1,-0.9%,9.4%
CCc1ccccc1NC(=O)C1CCN(C(=O)N2CC(C)Oc3ccc(Cl)cc32)CC1 (stereo unspecified),-25.5%,-4.9%
CC(C)c1ccc(NC(=O)CSC2=Nc3ccccc3C3=NC(CCC(=O)NC4CCCCC4)C(=O)N23)cc1 (stereo unspecified),3.5%,5.9%
CNc1ccc(C=O)cc1I,?,?
CN(C)c1ccc(/C=C/c2cncc3ccccc23)cc1,13.6%,21.5%
COc1ccc(C(c2c(O)cc(C)n(Cc3ccco3)c2=O)N2CCN(c3ccccc3)CC2)cc1 (stereo unspecified),0.4%,8.4%
Cc1cccc(C(=O)N2CCc3cc(CNC(=O)Cc4ccc(F)cc4)ccc32)c1,3.9%,3.1%
C1=Cc2ccccc2/C1=C\c1cccc(/C=C2\C=Cc3ccccc32)c1,?,?
COc1cc(CCNC(=O)c2ccc3c(c2)c(C)c(C)n3Cc2cccc(C)c2)cc(OC)c1OC,-13.6%,-11.6%

# One compound at a time, as listed above.
# `CC(C)c1ccc(NC(=O)CSC2=Nc3ccccc3C3=NC(CCC(=O)NC4CCCCC4)C(=O)N23)cc1` (stereo unspecified) is listed as KB-3-1 tox = 3.5%; KB-V1 cytotox = 5.9%
# `CSc1ccc(CCNC(=O)C2CCCN(S(=O)(=O)N(C)c3ccc(F)cc3)C2)cc1` (stereo unspecified) is listed as KB-3-1 tox = -3.7%; KB-V1 cytotox = ?
# `CCc1ccccc1NC(=O)C1CCN(C(=O)N2CC(C)Oc3ccc(Cl)cc32)CC1` (stereo unspecified) is listed as KB-3-1 tox = -25.5%; KB-V1 cytotox = -4.9%

# Further records:
SMILES,KB-3-1 tox,KB-V1 cytotox
COc1ccc(CCNC(=O)CSc2n[nH]c(-c3ccccc3Cl)n2)cc1OC,14.7%,18.6%
CCN(CC)c1ccc(NC(=O)CN2C(=O)c3cccnc3Oc3ccccc32)c(C)c1,12.2%,6.6%
COc1ccc(-n2cc(C(=O)OCc3ccc(Cl)cc3)c3ccccc3c2=O)cc1,0.4%,0.6%
COc1ccc(NC(=O)c2c(-c3ccc(C)cc3)nnc3ccccc23)c(OC)c1,2.3%,-0.2%
CCn1c(C(=O)N2CCC(C(=O)N3CCN(c4cccc(C)c4C)CC3)CC2)cc2sccc21,-17.1%,-17.3%
CC(C)(C)OC(=O)N1CCC(c2c(C(=O)NC3CCCCC3)cnn2-c2ccc(F)cc2F)CC1,4.0%,5.7%
Cc1cnccc1/C=C/c1ccc(N)cc1,29.4%,10.9%
COc1ccc(-n2ncc(C(=O)NCc3ccc4c(c3)OCO4)c2C2CCN(C(=O)OC(C)(C)C)CC2)cc1,-0.6%,4.7%
O=C(CCC1N=C2c3ccccc3N=C(SCc3cccc(F)c3)N2C1=O)NC1CCCCC1 (stereo unspecified),-6.1%,26.0%
Cc1cnc2ccccc2c1/C=C/c1ccc(N)cc1,?,?
COc1ccc(OC)c2sc(N(Cc3cccnc3)C(=O)c3ccc(C(C)=O)cc3)nc12,10.4%,-6.5%
COc1cccc(OC)c1-c1nn2c(-c3n[nH]c4c3CCC4)nnc2s1,?,?
O=c1c(S(=O)(=O)c2ccccc2)cn(Cc2cccc(F)c2)c2cc(N3CCCC3)c(F)cc12,3.7%,-3.5%
COc1ccccc1CNC(=O)Cn1ncc2c(C)n(Cc3ccccc3Cl)c(C)c2c1=O,-12.8%,-1.8%
Cc1ccc2nc(Cl)c3cc(C(=O)N4CCCCC4C)sc3c2c1 (stereo unspecified),13.6%,2.0%
O=C(/C=C/c1ccc(C(F)(F)F)cc1)Nc1cccc([S+](=O)([O-])Nc2ccccc2F)c1,12.4%,15.2%
CCOc1ccc(CCNC(=O)Cn2nc(CC)n3c(cc4ccccc43)c2=O)cc1,13.5%,22.3%
O=C(Nc1cccc(F)c1)C1CCN(c2nc3ccccc3[nH]2)CC1,10.2%,8.6%
CN(C)c1ccc(N=Nc2ccc(/C=C/c3ccnc4ccccc34)cc2)cc1,0.0%,0.0%
CN(CCC#N)c1ccc(C=O)cc1,0.0%,-7.3%
Cc1cccc(C(=O)Nc2ccc(S(=O)(=O)N3CCC(c4nc5ccccc5s4)CC3)cc2)c1,-8.3%,2.8%
COc1ccc2c(=O)n3nc(Nc4cccc(N5CCN(C)CC5)c4)sc3nc2c1,11.9%,-4.6%
CC(NC(=O)c1cnn2c1NC(=C1CC1)C=C2C(F)F)c1ccncc1 (stereo unspecified),?,0.0%
CCOc1ccc(S(=O)(=O)N2CCN(c3nc(-c4ccccc4)nc4ccccc34)CC2)cc1OCC,6.0%,-12.6%
COc1ccc(-c2nc(CSCC(=O)NCc3ccccc3Cl)c(C)o2)cc1OC,-15.8%,-13.4%

# Further compounds follow.
SMILES,KB-3-1 tox,KB-V1 cytotox
CCOc1ccc(NS(=O)(=O)c2cc3c(cc2Cl)NC(=O)CO3)cc1,5.3%,?
Nc1nc(NCc2ccc(Cl)cc2Cl)c2[nH]cnc2n1,-0.8%&20.2%,?
Clc1nc(NCc2cccs2)c2[nH]cnc2n1,-29.6%&-27.3%,13.4%&-1.8%
Cc1c(C(=O)Nc2ccc(F)cc2)sc2nc[nH]c(=O)c12,-2.6%,-0.4%
CS(=O)c1ccc(/C=C2\C=Cc3ccccc32)cc1 (stereo unspecified),32.2%,0.0%
Cc1ccc2c(c1)N(C(=O)N1CCC(C(=O)NC3CCCCCC3)CC1)CCO2,1.2%,-20.7%
CCCCCn1cc2c(c1-c1ccc(Cl)cc1)c(=O)n(C)c(=O)n2C,0.0%,0.0%
CCNC(=O)c1ccc2c(c1)nc1n2CCCCC1,3.8%,-24.5%
O=C(CNC(=O)C1CCCCC1)OCC(=O)c1ccc([N+](=O)[O-])cc1,-8.6%,-6.3%
CC1CN(S(=O)(=O)c2ccc3c(c2)NC(=O)CC(=O)N3)c2ccccc2O1 (stereo unspecified),4.4%,?
O=C1Cc2cc(S(=O)(=O)N3CCN(c4ccc(F)cc4)CC3)ccc2N1,i,i
CCOC(=O)c1cc(-c2ccccc2)n(CCCC(=O)Nc2ccccc2C)c1C,2.0%,2.8%
CCc1ccccc1NC(=O)c1nc(-c2ccncc2)no1,17.9%,10.5%
CCOc1ccccc1CNC(=O)c1ccc2nc(CCc3ccccc3)oc2c1,?,?
CC(C)(C)OC(=O)N1CCC(c2c(C(=O)NCc3ccccn3)cnn2-c2ccccc2Cl)CC1,4.5%,4.0%
CCC1=C(c2ccc(C)cc2)S(=O)(=O)N=C1N1CCC(C(=O)NCCc2cccc(OC)c2)CC1,-15.4%,-11.4%
Nc1c(Br)cc(/C=C/c2ccnc3ccccc23)cc1Br,?,?
CC(C)CN(C)c1ccc(/C=C2\C=Cc3ccccc32)cc1,-11.1%,0.0%
CC(=O)C1CCN(c2ncc(-c3ccc4c(c3)OCCCO4)s2)CC1,0.0%,3.9%
CCc1nc2ccc(C(=O)NCc3cccc(Br)c3)cc2nc1CC,8.3%,1.7%
COc1ccc(C(=O)N=c2nc(-c3ccccc3)n(-c3ccccc3)s2)cc1,0.0%,0.0%
c1ccc(CC[n+]2ccncc2)cc1,14.5%,0.9%
Cc1ccc2[nH]c(=O)c(CN(Cc3ccccc3)Cc3nnnn3Cc3ccccc3)cc2c1,0.0%,15.0%
O=C(Nc1ccc2ccccc2c1)Nc1nnc(-c2ccc(Cl)cc2)s1,2.3%,0.0%
Cc1ccc(Cl)cc1Nc1nn2c(=O)c3ccc(C(=O)Nc4ccc(F)cc4)cc3nc2s1,10.0%,9.5%
COc1ccc(Cn2c(SCc3ccc(C(=O)NCc4ccc(C)cc4)cc3)nc3cccnc32)cc1,-12.3%,4.3%
CNS(=O)(=O)c1cn(CC(=O)N2CCN(c3cc(C)ccc3C)CC2)cc1S(=O)(=O)NC,-4.1%,0.5%

# Among those listed so far, 2 have a CF3 group:
SMILES,KB-3-1 tox,KB-V1 cytotox
O=C(Nc1cc(OC(=O)C(F)(F)F)c2nonc2c1OC(=O)C(F)(F)F)C(F)(F)F,?,-20.4%
O=C(/C=C/c1ccc(C(F)(F)F)cc1)Nc1cccc([S+](=O)([O-])Nc2ccccc2F)c1,12.4%,15.2%

# An excerpt from above in order of SMILES length, low to high.
SMILES,KB-3-1 tox,KB-V1 cytotox
CN(CCC#N)c1ccc(C=O)cc1,0.0%,-7.3%
C1=Cc2ccccc2/C1=C\c1cccc(/C=C2\C=Cc3ccccc32)c1,?,?
O=C(CNC(=O)C1CCCCC1)OCC(=O)c1ccc([N+](=O)[O-])cc1,-8.6%,-6.3%
CCn1c(C(=O)N2CCC(C(=O)N3CCN(c4cccc(C)c4C)CC3)CC2)cc2sccc21,-17.1%,-17.3%
